Screening data: PubChem, Sanford-Burnham Center for Chemical Genomics
TAG inh: inhibitors of triacylglycerol accumulation, primary screen, cell-based, uHTS, fluorescence, H9c2 | H9c2 cells, Nile Red lipid (TAG) fluorescence; cells loaded with 200 µM oleic acid | inhibition, % at 12.5 µM | 230,000 tested, 0.66% active;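 active = pattern-corrected inhibition of lipid staining of at least 50% with the nuclear-stain viability signal not falling by more than 50%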;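 note: 0% = DMSO wells and 100% = triacsin C control wells; some results filed as inactive read as strong as hits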
TAG inh DAPI viability: recorded beside TAG inh, whose call it bears; DAPI nuclei signal change (viability), lower = more cytotoxic, %;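 whole-well DAPI fluorescence read on a plate reader as a viability signal; minus 50 percent equals half of cells still viable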
The depositor's hits bear a star; & = joins results of further samples. These rows are one share of the data. The share of hits here may be higher or lower than overall.

SMILES | TAG inh | TAG inh DAPI viability
O=C(c1ccc2ccccc2c1)N1CCN(c2ccc(C(F)(F)F)cn2)CC1 | -12 | 10
CCOc1cc(N2CCOCC2)c(OCC)cc1NC(=O)COC(=O)CCOc1ccc(C(C)(C)C)cc1 | -4 | -10
O=C(O)c1cc2cc(Cl)cc(Cl)c2oc1=O | -6 | 9
O=C(CSc1n[nH]c(-c2cccs2)n1)N1CCOCC1 | -15 | 2
O=C1OC[C@@H]2CCCN2C(=O)[C@H](CC(=O)N(CCO)Cc2ccccc2)C/C=C\CC[C@@H]1Cc1ccc(F)cc1 | -18 | 0
CCOc1ccc(N2CC(C(=O)Nc3ccccc3N3CCCC3)CC2=O)cc1 (stereo not given) | 22 | -3
COc1cc(/C=N/N2CCN(C3c4ccccc4-c4ccccc43)CC2)cc(OC)c1O | 25 | -2
Cc1cc(=O)n(C)c(=O)n1CCCCCN1CCCC1 | 5 | 1
CCN(CC)C(=O)CSc1ncnc2c(-c3cccs3)nsc12 | 3 | -2
O=C(C[n+]1ccccc1)c1ccc(NC(=O)c2ccccc2)cc1 | 18 | 3
CC(C)Nc1nc(Cl)nc(N(C#N)CN2C(=O)c3ccccc3S2(=O)=O)n1 | -4 | -2
CN(C)CCCNC1CS(=O)(=O)CC1O (stereo not given) | 3 | 4
COc1ccc(CCNC(=O)CN2CCN(c3cccc(C(F)(F)F)c3)CC2)cc1 | 8 | -11
Cc1nn(Cc2ccc(F)cc2Cl)c(C)c1[N+](=O)[O-] | 5 | -3
COc1ccc2[nH]c(=O)c(CN(C(=O)c3cccnc3)c3ccccc3C)cc2c1 | 12 | -8

Ordered by heavy-atom count (ascending): part of the list above
SMILES | TAG inh | TAG inh DAPI viability
Cc1nn(Cc2ccc(F)cc2Cl)c(C)c1[N+](=O)[O-] | 5 | -3
Cc1cc(=O)n(C)c(=O)n1CCCCCN1CCCC1 | 5 | 1
O=C(C[n+]1ccccc1)c1ccc(NC(=O)c2ccccc2)cc1 | 18 | 3
CCOc1ccc(N2CC(C(=O)Nc3ccccc3N3CCCC3)CC2=O)cc1 (stereo not given) | 22 | -3
COc1ccc(CCNC(=O)CN2CCN(c3cccc(C(F)(F)F)c3)CC2)cc1 | 8 | -11
CCOc1cc(N2CCOCC2)c(OCC)cc1NC(=O)COC(=O)CCOc1ccc(C(C)(C)C)cc1 | -4 | -10

Additional results.
SMILES | TAG inh | TAG inh DAPI viability
CC1(c2nnc(-c3ccccc3)o2)CC(c2cccnc2)=NO1 (stereo not given) | 6 | -3
O=c1cnnc(SCc2ccc([N+](=O)[O-])cc2)[nH]1 | -6 | -4
c1cncc(CSc2ccc(-c3ccc4c(c3)OCO4)nn2)c1 | -3 | 12
Cc1cccc(OCC(=O)Nc2nnc(S(=O)(=O)N3CCCCC3)s2)c1 | -3 | 10
CCN(C(=O)CN1C(=O)NC2(CCCC2)C1=O)c1nc2c(C)cccc2s1 | -7 | 3
CC1=CC(c2ccccc2)n2nc(N3C(=O)CCC3=O)nc2N1 (stereo not given) | -27 | 22
COCCN1Cc2cc3cc(C)ccc3nc2SC1=Nc1ccc(OC)cc1 | -2 | -4
Cc1[nH]cnc1CSCCN | -6 | 6
Cc1ccc(S(=O)(=O)NCC(=O)N(CC(=O)NCC2CCCO2)CC2CCCO2)cc1 (stereo not given) | 19 | 126
C[C@@H](C(=O)NCCc1c[nH]c2ccccc12)[C@@H]1C[C@@]1(C)[C@@H](NC(=O)OCc1ccccc1)c1ccccc1 | 0 | 3
O=C(Nc1cccc(S(=O)(=O)N2CCCCC2)c1)Nc1ccc(Cl)cc1Cl | -43 | 5
Cc1cccc(/C=N/N(CCO)C2=NS(=O)(=O)c3ccccc32)c1 | 7 | 1
O=S(=O)(c1cc(Cl)ccc1Cl)N1CCCCC1 | 11 | -6
Cc1cc(OCC(=O)c2cccc(C(F)(F)F)c2)n2cnnc2n1 | -10 | 6
CCOc1nc(NCCN2CCOCC2)nc(NC(C)C)n1 | -10 | 10
O=C(CN1CCOCC1)Nc1c2c(nc3ccccc13)N(Cc1ccccc1)CC2 | -17 | 6
CC(=NO)C1(C)CC=CCC1CO (stereo not given) | 6 | 9
Cc1ccc(Cn2cc(/C=N/NC(=O)Cc3nnc(NC(=O)c4ccc(C)cc4)s3)c3ccccc32)cc1 | 52* | -38*
CCN(CC(=O)NCc1cccs1)C(=O)/C=C/c1cccc(OC)c1OC | 14 | 3
CCOC(=O)N1CCC(NC(=O)C2=C(C)C(=O)OC23CCC(C)CC3)CC1 (stereo not given) | 8 | -4
CN(CC(=O)N1CCCC1)S(=O)(=O)c1ccc(Cl)cc1 | 2 | 0
CC(C)(C)C(=O)C(Cc1ccccc1)n1cncn1 (stereo not given) | 0 | -10
CN(Cc1ccccc1)C(=O)Cn1nc(C(F)(F)F)c2c1CCC2 | -4 | -3
Cc1ccc(S(=O)(=O)NC(=O)NC(C)Cc2ccccc2)cc1 (stereo not given) | 12 | -4
O=C(NCc1ccco1)c1cc(S(=O)(=O)N2CCOCC2)c(Cl)cc1Cl | 0 | -1
C/C(N)=C(/C#N)C(=O)COC(=O)c1ccccc1Oc1ccccc1 | 10 | -2
N#Cc1cc(-c2ccccc2)nnc1Oc1ccccc1 | -23 | 9
COCCN(C(=O)C1CC(=O)N(Cc2ccccc2)C1)c1nc(-c2ccc([N+](=O)[O-])cc2)cs1 (stereo not given) | -5 | 6
CCn1c(CSc2n[nH]c(N)n2)nc2cc(C(=O)O)ccc21 | 5 | 4
CCCC(=O)N1CCC1(C)C(=O)Nc1ncc(C(=O)OC)s1 (stereo not given) | 2 | 5

Complete entries, looked up by structure. Screens in order: TAG inh	TAG inh DAPI viability
COCCN1Cc2cc3cc(C)ccc3nc2SC1=Nc1ccc(OC)cc1 is listed as -2	-4
COc1cc(/C=N/N2CCN(C3c4ccccc4-c4ccccc43)CC2)cc(OC)c1O is listed as 25	-2
N#Cc1cc(-c2ccccc2)nnc1Oc1ccccc1 is listed as -23	9

The list continues:
SMILES | TAG inh | TAG inh DAPI viability
CCN(CC(=O)Nc1ccc(OC)cc1)C(=O)c1ccc(N2CCCC2=O)cc1 | -3 | 8
Cc1ccc(NC2CCCN(C(=O)CCC3=NNC(=O)CC3)C2)cc1C (stereo not given) | 7 | -3
COc1ccc(S(=O)(=O)N2CCc3ccccc32)cc1C(=O)OCC(=O)c1c(N)n(C)c(=O)n(C)c1=O | 7 | -5
CCOC(=O)CC1COCCN1Cc1cn[nH]c1-c1cc(OC)c(OC)c(OC)c1 (stereo not given) | 0 | 0
OC[C@@H]1CN(Cc2cccs2)C[C@H](n2cnc3c(N4CCOCC4)ncnc32)O1 | -1 | 16
Cc1ccc(S(=O)(=O)NCC(=O)OCC(=O)Nc2ccc3c(c2)OCCO3)cc1 | -20 | -5
COc1ccc(S(=O)(=O)Nc2cccc3c2O[C@@H](CN(C)CC2CC2)[C@@H](C)CN([C@@H](C)CO)C3=O)cc1 | 14 | -9
COc1ccccc1-c1nnc(SC(C)C(=O)N2CCOCC2)o1 (stereo not given) | 4 | -1
COCCC1CCCCN1C(=O)c1ccc(OC)c(OC2CCN(C(C)=O)CC2)c1 (stereo not given) | 9 | -8
CCc1nc2c(OCC(=O)C(C)(C)C)cccn2c1N(C=O)CC(=O)N(C)C | 8 | 5
COc1ccc(OCC(=O)NNC(=O)c2cccc(O)c2)cc1 | 15 | 6
CC(=O)Nc1cc(S(=O)(=O)Nc2ccc(C)cc2)c(C)cc1C | -8 | 8
COc1cccc(OC)c1NC(=O)CN1CCC(NC(=O)c2cccc(F)c2)CC1 | -5 | -3
NC(=O)[C@H]1CC2(CC(c3cccc(NC(=O)COc4ccc(Cl)cc4)c3)=NO2)CN1C(=O)c1ccccc1C(=O)c1ccccc1 (stereo not given in full) | 24 | 9
CCCCOc1ccc(C(=O)Nc2ccc(N3CCN(C(=O)C(C)C)CC3)cc2)cc1 | 27 | -1

Random excerpt: three entries already listed, in no set order.
SMILES | TAG inh | TAG inh DAPI viability
COc1ccc(S(=O)(=O)N2CCc3ccccc32)cc1C(=O)OCC(=O)c1c(N)n(C)c(=O)n(C)c1=O | 7 | -5
NC(=O)[C@H]1CC2(CC(c3cccc(NC(=O)COc4ccc(Cl)cc4)c3)=NO2)CN1C(=O)c1ccccc1C(=O)c1ccccc1 (stereo not given in full) | 24 | 9
CCc1nc2c(OCC(=O)C(C)(C)C)cccn2c1N(C=O)CC(=O)N(C)C | 8 | 5

More records.
SMILES | TAG inh | TAG inh DAPI viability
CCCOC(=O)c1c(-c2ccccc2)nc(CC)c(C(=O)SCC)c1CCC | -12 | -15
CCCCOC(=O)c1[nH]c(C)c(C(=O)OC)c1C | -38 | -12
C[C@H](CO)N1C[C@H](C)[C@@H](CN(C)S(=O)(=O)c2ccc(Cl)cc2)Oc2ccc(NS(=O)(=O)c3ccccc3)cc2CC1=O | 5 | -4
CCOc1ccc(S(=O)(=O)NCC2CCCO2)c2cccnc12 (stereo not given) | -21 | 3
CC(C)N(Cc1nnc(-c2ccccc2Br)o1)C(=O)c1cc(Cl)nc2ccccc12 | 4 | -7
O=C1c2ccccc2CCC12N=NCC2c1ccc(Cl)cc1 (stereo not given) | 3 | -16
COc1ccccc1/C=C/C(=O)NCC(=O)n1nc(C)cc1C | -6 | 0
O=C1CC(C(=O)O)C(c2ccccc2)c2ccccc21 (stereo not given) | -3 | 0
Cn1c(CCN2CCCCC2)nc2cc(NS(=O)(=O)c3ccc(F)cc3)ccc21 | 4 | -8
COc1cccc(C2=CC(=O)CC(C)(C)C2=O)c1 | 3 | -14
Cc1cccnc1NC(=O)CSc1ncnc2sc(C)c(C)c12 | 17 | -5
O=C(NCc1nc2ccccc2[nH]1)c1ccc([N+](=O)[O-])cc1 | 15 | 0
CS(=O)(=O)N(CC(=O)Nc1cccc([N+](=O)[O-])c1)c1cccc(F)c1 | -21 | 15
O=C(OCC(=O)N1CCCCCC1)c1cc(S(=O)(=O)N2CCOCC2)ccc1F | 4 | -5
CC(C)(C)OC(=O)NCCCCCNC(=O)c1[nH]cnc1C(=O)Nc1nccs1 | -3 | 13
COc1ccc(S(=O)(=O)N2CCCCCC2)cc1C(=O)Nc1ccccn1 | 24 | -5
CCOC(=O)C1=C(C)NC(=O)NC1c1ccc(OCC(=O)Nc2ccccc2)c(OC)c1 (stereo not given) | -16 | -12
COc1ccc(-c2csc3ncn(-c4ccc(C)cc4)c(=O)c23)cc1OC | 13 | 4
OCCNc1nc(Nc2ccccc2)nc(Nc2ccccc2)n1 | 14 | 18
COc1cccc(CNC(=O)COC(=O)CNC(=O)c2ccc(-c3ccccc3)cc2)c1 | 17 | 0
NC(=S)NN=C1c2cc(Cl)ccc2-c2c1cc(Cl)cc2[N+](=O)[O-] | 5 | 1
Cc1cc(C)n2nc(SC(C)C(=O)N3CC(C)OC(C)C3)nc2n1 (stereo not given) | 1 | 2
COC(=O)CCC(=O)OC1(C)C(=O)C2=CN(c3ccc(OC)cc3)C(c3ccc(OC)cc3)=CC2=C(Br)C1=O (stereo not given) | 12 | -13
Cc1ccnn1CC(=O)N/N=C/c1cn[nH]c1-c1ccccc1 | 1 | 0
Cc1ccc(NC(=O)CN2CC(C)SC2=NC2CCCCC2)cc1 (stereo not given) | -10&-13 | 12&9
COCCOc1nc2c(c(=O)n(C)c(=O)n2C)n1CCc1ccccc1 | 10 | 0
CC1NC(=O)NC1CCCCCC(=O)Nc1ccc(F)cc1 (stereo not given) | 9 | -11
COCCN(C(=O)Cc1cccs1)c1nnc(-c2cccnc2)s1 | -4 | 1
Cc1ccc(NNC(=O)c2cc(C(C)(C)C)nn2Cc2ccccc2)cc1 | 12 | -2
CN(C)c1ccc(-c2ccnc3c2CC(C)(C(=O)NCC2CCOCC2)O3)cc1 (stereo not given) | 0 | 10
COc1ccc(C2CC(c3ccccc3)=NN2C(=O)COC(=O)c2nc3nc(C)cc(C)n3n2)cc1 (stereo not given) | 13 | 1
C/C(Cc1ccccc1)=N\NC(=O)CNC(=O)Cc1ccccc1 | 5 | -8
COCCCNC(=S)Nc1ccc(S(=O)(=O)Nc2cc(OC)nc(OC)n2)cc1 | -16 | 0
Cc1ccc(C(=O)OC2CCN(c3ccc([N+](=O)[O-])cc3)CC2)cc1 | -26 | 10
Cc1ccc(NC(=O)N2CCCC2C(=O)NCCc2ccccc2)cc1 (stereo not given) | 24 | -9
COC(=O)c1cnn2c(C)c(Cc3cccc(F)c3)c(C)nc12 | 12 | 0
CC(CNC(=O)c1ccccc1Cl)c1ccccc1 (stereo not given) | -18 | -3
O=C(COC(=O)c1ccc(N2CCCC2=O)cc1)Nc1ccccc1 | 13 | 0
c1ccc(CSC2=NNC(c3ccccn3)S2)cc1 (stereo not given) | 67* | -18*
O=C(Nc1ccccc1C(F)(F)F)c1ncn[nH]1 | -2 | 3
CCCC(=N)C1=C(O)CC(CC(C)SCC)CC1=O (stereo not given) | 9 | -7
CCOC(=O)C1=C(C)NC(C)=C(C(=O)OCC)C1C(=O)OCC(=O)NCc1ccc(F)cc1 | 1 | -6
COc1cc(OC)nc(Nc2nc(C(N)c3ccccc3)cs2)n1 (stereo not given) | 10 | 0
S=C(Nc1ccccc1Cl)NC1CCC(NC(=S)Nc2ccccc2Cl)CC1 (stereo not given) | -10 | 4
O=C(Cc1ccc(Cl)cc1)Nc1ccccc1N1CCN(C(=O)c2ccccc2)CC1 | 1 | 2
CC(C)CN(C(=O)CCNC(=O)c1ccc(Cl)cc1)c1c(N)n(CC(C)C)c(=O)[nH]c1=O | -1 | 13
COc1cccc(CC(=O)OCC(=O)Nc2c(C)nn(-c3ccccc3)c2C)c1 | -4 | -3
Cn1cnnc1SCCNS(=O)(=O)c1cccc([N+](=O)[O-])c1 | -8 | 6
O=C(NC1CCN(Cc2ccccc2)CC1)c1ccc(CS(=O)c2ccccc2Cl)o1 (stereo not given) | 8 | 1
